Screening data from PubChem.
Peg3 promoter = Peg3 promoter activity inhibition. HeLa PEG-Prom luciferase reporter, luminescence, overnight. inhibition, % at 20 µM. actives 1.7% (n = 360,000). AID 588405;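 active = inhibition of at least 50% at 20 µM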
Vif inh = inhibitors of HIV Vif; inhibition, % at 7.49 µM; HEK293T cells, Vif self-association by quenched fluorescence, imaging, 24 h; actives 0.35% (n = 340,000); in the data active = inhibition above about 50%, passing the limit was not always enough; inconclusive = no clear call, values can overlap the other calls; inactive = below about 31%; note: some results filed as inactive read as strong as hits
CF NFkB block = blocks PAF-induced NF-kB reporter in cystic fibrosis cells; KKLEB NF-kB-GFP reporter, GFP fluorescence overnight; inhibition, % at 5 µM; actives 0.86% (n = 360,000); AID 588850;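 active = at least 50% inhibition at 5 µM, scaled per plate between neutral and stimulator controls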;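 note: PAF is a Pseudomonas aeruginosa culture filtrate used as stimulus; plate controls were PAF-stimulated DMSO wells for no effect and unstimulated DMSO wells for full effect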
TRPM1 prom inh = reduces MITF-dependent TRPM1 promoter luciferase signal. SK-MEL-5 TRPM1 promoter luciferase, 24 h. actives 0.83% (n = 330,000). inhibition, % at 12.5 µM. AID 488899;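 active = mean inhibition across replicates of 60% or more, whatever share of single replicates reaches that level; inconclusive = some that reach 60%, reason not given; inactive = mean inhibition across replicates below 60%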; note: values of inactives mirror those of a sister screen read the other way
NR2E3 ag-1 = human photoreceptor-specific nuclear receptor agonism; AID 602229; actives 0.35% (n = 360,000); inhibition of corepressor binding, % at 3.98 µM; CHO-S Gal4-NCOR/VP16-NR2E3 two-hybrid, luciferase; Q9Y5X4;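 active = inhibition above the mean of all tested compounds plus 3 SD, cut at about 70% in these data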;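 note: 0% = DMSO with NR2E3 transfected cells and 100% = cells lacking NR2E3 construct; higher means lower luciferase signal from less NR2E3 corepressor binding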
Target sequence (Q9Y5X4 whole entry, looked up, the tested form may be a part): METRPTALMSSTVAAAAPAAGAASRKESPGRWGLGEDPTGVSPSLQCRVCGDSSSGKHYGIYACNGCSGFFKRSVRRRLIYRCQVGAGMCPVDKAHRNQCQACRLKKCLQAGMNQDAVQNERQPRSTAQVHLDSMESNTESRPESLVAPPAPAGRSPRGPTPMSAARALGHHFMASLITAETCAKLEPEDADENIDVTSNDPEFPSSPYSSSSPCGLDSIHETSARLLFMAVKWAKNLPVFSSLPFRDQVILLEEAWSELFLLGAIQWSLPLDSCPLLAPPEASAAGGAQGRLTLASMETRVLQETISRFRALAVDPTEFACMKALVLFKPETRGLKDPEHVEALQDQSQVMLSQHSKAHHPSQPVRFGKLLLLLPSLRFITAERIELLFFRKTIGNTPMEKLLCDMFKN
HIF-2a block = inhibitors of HIF-2a. AID 624352. inhibition, % at 18.8 µM. 786-0 RCC cells HIF-2a reporter, luciferase luminescence, overnight. actives 0.72% (n = 360,000);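 active = inhibition of the luminescence signal of 40% or more relative to plate controls, in a single-dose primary screen at 18.75 µM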
Shn3 inh set2 = Schnurri-3 reporter inhibition in Clone20 osteoblasts. Clone20 osteoblast Shn3 3'UTR firefly luciferase, 24 h. actives 0.52% (n = 360,000). inhibition, % at 12.5 µM. AID 588674;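 active = mean inhibition of at least 75% with every replicate also reaching 75%; inconclusive = mean inhibition at least 75% but some replicate below; inactive = mean inhibition below 75%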;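 note: 0% = median of neutral control wells and 100% = pilot-screen positive control compound; some compounds past the cut are filed as inactive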
CaV13 FRET inh = Primary screen for inhibitors of IQ motif and Ca2+-dependent inactivation inhibitor domain binding in CACNA1D, Förster resonance energy transfer in living cells, …; HEK cells, CFP/YFP FRET ICDI-IQ, plate reader, 10 min; percent FRET-ratio fall versus neutral wells; inhibition, % at 12.3 µM; actives 0.098% (n = 340,000); AID 743397;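 active = mean replicate inhibition of at least 30% and at least 1% of replicates passing that level; inconclusive = only one of the two criteria is met; inactive = neither criterion is met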;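 note: 0% = median of the neutral control wells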
PDI inh = blocks human protein disulfide isomerase activity; P07237; PDI insulin aggregation turbidity, A650, 90 min; inhibition, % at 10 µM; actives 0.052% (n = 350,000);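 active = mean inhibition across replicates of 30% or more, whatever share of single replicates reach that level; inconclusive = mean inhibition below 30% while every single replicate reaches 30%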;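 note: absorbance from insulin aggregation driven by PDI reduction with DTT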
Target sequence (P07237 whole entry, looked up): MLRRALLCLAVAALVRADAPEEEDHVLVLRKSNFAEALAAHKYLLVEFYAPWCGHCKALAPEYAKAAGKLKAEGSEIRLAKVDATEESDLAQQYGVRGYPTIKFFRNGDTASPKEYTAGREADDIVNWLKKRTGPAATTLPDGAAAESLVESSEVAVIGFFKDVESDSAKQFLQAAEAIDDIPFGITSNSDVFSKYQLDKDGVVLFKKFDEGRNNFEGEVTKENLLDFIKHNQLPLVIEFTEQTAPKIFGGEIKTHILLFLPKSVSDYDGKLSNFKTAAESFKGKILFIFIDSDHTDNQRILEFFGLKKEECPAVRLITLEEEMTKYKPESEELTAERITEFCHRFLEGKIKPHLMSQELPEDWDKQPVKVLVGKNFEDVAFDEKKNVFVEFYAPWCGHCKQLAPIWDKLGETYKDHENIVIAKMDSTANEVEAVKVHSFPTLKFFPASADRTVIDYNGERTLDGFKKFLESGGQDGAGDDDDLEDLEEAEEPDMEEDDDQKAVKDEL
KKLEB cytotox = counter-screen for CF NF-kB inhibitors: cytotoxicity; KKLEB CF airway cells viability, ATPlite luminescence, overnight; stronger effect = lower value; cells stimulated with P. aeruginosa culture filtrate; activity change (cytotoxicity), % at 5 µM; actives 0.36% (n = 360,000); AID 602141;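 active = corrected activity change at or below -50% at 5 µM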
NR2E3 ag-2 = agonists of human nuclear receptor NR2E3. AID 2300. actives 0.12% (n = 320,000). Q9Y5X4. GST-NR2E3/biotin-RetCOR TR-FRET, 1536-well. inhibition of corepressor binding, % at 4.78 µM;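 active = percent inhibition above the cutoff of mean plus 3 SD of all tested compounds, set per screening campaign, cut at about 20% in these data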;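 note: 0% = DMSO wells and 100% = biotin wells as full block of FRET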
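Material: NR2E3–RetCOR corepressor complex | Quantity: 1.35 nM GST-tagged NR2E3 final | Schedule: 5 h at 4 °C | Replication: Singlicate compound wells | Reagent: RetCOR corepressor, biotinylated, 7 nM | Controls: Biotin wells as high control, 0.6% DMSO wells as low control | Signal: TR-FRET, Eu(K)-anti-GST donor, streptavidin-D2 acceptor, ex 340, em 617/671 nm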
* = called active by the depositor; ? = inconclusive; / = not tested or not shown.

Each structure is followed by: Peg3 promoter	Vif inh	CF NFkB block	TRPM1 prom inh	NR2E3 ag-1	HIF-2a block	Shn3 inh set2	CaV13 FRET inh	PDI inh	KKLEB cytotox	NR2E3 ag-2
1. CNC(=O)c1csc(-c2ccccc2)n1
 : -48	6	-5	-28	0	-22	16	-4	4	4	-1
2. CCNC(=O)c1ccc(OCC(=O)Nc2ccc(F)cc2)c(OC)c1
 : -8	-3	7	-10	-4	7	5	-2	6	3	1
3. CCCNC(=O)c1nn2cc(Br)cnc2c1Cl
 : -8	-12	5	12	-2	0	-4	4	-2	0	3
4. CCOC(=O)c1nnn(-c2ccc([N+](=O)[O-])cc2)c1C
 : -1	-3	2	3	-30	-12	-29	2	-3	-10	0
5. CN1C(C(=O)NCc2ccco2)CC2Cn3c(nc4cc(Cl)c(Cl)cc43)C21 (configuration not stated)
 : 6	/	10	-4	1	4	5	-13	0	1	3
6. COc1ccc(S(=O)(=O)Nc2cc3c4c(c2)CC(=O)N4CCC3)cc1
 : -3	-2	-4	10	-4	1	18	-7	11	11	0
7. Cc1cc(N)n(-c2ccc(C(=O)O)cc2)n1
 : -12	41	-6	-12	3	10	-32	9	3	11	5
8. COc1ccccc1N1CCN(CCCNC(=O)Cn2ncc3c([nH]c4ccccc43)c2=O)CC1
 : 2	2	0	4	-9	16	14	-2	0	11	-3
9. CCOc1ccc(NC(=O)c2ccc(NC(=O)c3cn4c5c(c(N6CCN(C)CC6)c(F)cc5c3=O)OCC4C)cc2)cc1 (configuration not stated)
 : 31	3	26	-2	-8	3	-6	-3	-5	-24	3
10. O=C(CC(Nc1ccc(F)cc1)C(=O)OCC(=O)c1cccs1)c1ccccc1 (configuration not stated)
 : -192	4	3	-50	-70	-138	-34	-4	-1	6	-2
11. COc1cc(/C=C/C(=O)OCC(=O)NCC2CCCO2)ccc1OCC#N (configuration not stated)
 : 5	5	1	2	-7	17	16	-4	-10	-14	0
12. Clc1ccc(NNc2ccnc3cc(Cl)ccc23)cc1
 : 5	3	14	7	-4	-7	5	-4	-7	-10	-3
13. CCC(Sc1nc(=O)cc(N)n1-c1ccccc1)C(=O)Nc1cc(C)on1 (configuration not stated)
 : 8	-3	7	-7	-19	-8	-9	/	0	6	5
14. CSc1ccc(NC(=O)C2(C)CCN2C(=O)c2sccc2C)cc1 (configuration not stated)
 : 11	-7	12	/	15	7	13	-4	6	-5	/
15. Cc1cc(-n2c(=O)c(C#N)cc3c(=O)n4cccc(C)c4nc32)no1
 : 13	-9	-6	13	19	19	4	43*	0	4	-1
16. O=C(c1cccc(F)c1)N1CCN(C(=O)c2cc3ncc(Br)cn3n2)CC1
 : 16	/	-10	16	-20	2	-18	-3	0	13	-1
17. Clc1ccc(-c2nnc(C3CC3)o2)cc1
 : -58	-2	6	-11	-64	-52	-25	-5	-2	0	0
18. CC(C)[C@H](NC(=O)c1ccccc1F)C(=O)NC1CCCCC1
 : -9	-6	16	-2	9	15	13	-6	15	-7	/
19. COc1ccc(OC)c(NC(=O)C2(C)CCN2Cc2ccc(OC)c3ccccc23)c1 (configuration not stated)
 : 16	2	21	/	3	13	12	-5	-11	-7	/
20. O=C(c1cc2c(F)cccc2s1)N1CCCC1
 : -30	5	6	-30	-6	-59	-25	-15	-5	-6	1
21. FC(F)(F)c1cccc(Nc2nc(N3CCOCC3)nc(N3CCOCC3)n2)c1
 : 21	-2	1	-3	15	12	1	-6	-3	-16	3
22. Cc1cnn(-c2ccc3nnc(-c4ccc(Cl)cc4)n3n2)c1
 : 7	-7	-36	-17	-6	19	-19	/	14	-5	2
23. O=C(Cc1cccs1)NCc1cccs1
 : -34	-6	15	-25	-38	-14	-11	-7	3	-5	0
24. CCCCc1cc(=O)oc2cc(OCC(=O)N[C@@H](Cc3ccccc3)C(=O)O)ccc12
 : 0	-7	-13	3	5	12	75	/	/	1	1
25. COCCNC(=O)CN1C(=O)COc2ccc(Cl)cc21
 : -6	/	23	-5	-5	10	-1	-8	-1	-14	3
26. O=C(CSc1nnc(-c2ccncc2)n1-c1ccc(F)cc1)NNC(=O)c1cccc(O)c1
 : 7	0	9	10	3	19	-19	-3	2	13	1
27. Cc1ccnc(NC(=O)CSc2ccccn2)c1
 : -52	3	-11	-33	-60	-70	-30	2	-4	2	4
28. C#CCN(CC=C)C(=O)CCc1nnc(COc2ccccc2)o1
 : -75	-11	-20	-35	-35	-108	-36	-10	-4	4	6
29. CC1(C)Cc2ccccc2C(C(=O)c2ccccc2)=N1
 : 5	1	13	-8	3	27	16	-13	3	0	-1
30. OCCN1CCN(c2ncnc3ccc(Br)cc23)CC1
 : -9	-10	53*	18	-30	27	16	-7	1	-9	0
31. CCn1c(COc2ccccc2C)nnc1SCC(=O)CC(=O)Nc1ccccc1
 : 13	-13	2	3	11	-16	4	-4	-8	6	-3
32. CC(Oc1ccc(S(=O)(=O)N2CCCC2)cc1[N+](=O)[O-])C(=O)NC1(C#N)CCCCC1 (configuration not stated)
 : 35	?	2	1	11	17	32	-6	9	2	5
33. CCCc1nnc(NC(=O)CCC(=O)N2CCN(S(=O)(=O)c3ccc(OC)cc3)CC2)s1
 : -13	-7	3	3	16	8	1	-5	-4	-11	0
34. Cc1ccc(Cl)cc1N1CCN(S(=O)(=O)c2ccc3c(c2)NC(=O)C(C)C(=O)N3)CC1 (configuration not stated)
 : -5	5	-17	/	-34	5	34	2	/	10	1
35. CCc1nn(CC(=O)N2CCCCCC2)c(=O)c2cc3ccccc3n12
 : 9	8	-15	2	9	6	-20	-14	1	6	2
36. Cc1csc2c(N3CCN(C(=O)Nc4ccc(OC(F)(F)F)cc4)CC3)ncnc12
 : 4	28	-26	-3	63	17	8	-5	-39	0	1
37. CC(C)(C)OC(=O)[C@H](CCCCN)NC(=O)c1nc[nH]c1C(=O)NCCCCCN
 : -17	-2	2	/	-18	3	3	-8	2	-3	0
38. O=C1CCCN1c1cccc(Br)c1
 : 19	/	-11	6	-9	9	3	-5	-1	8	2
39. O=C1CC(C2CCCO2)C(=O)N1c1ccccc1 (configuration not stated)
 : 5	0	-9	-1	16	-8	4	/	0	5	6
40. O=C(NCCc1ccccc1)C(=Cc1ccc(C(=O)O)cc1)C(=O)NCCc1ccccc1
 : -7	0	-19	6	7	9	-38	-7	6	1	-1
41. COc1ccc(CNC(=O)C2CCN(c3nc(-c4ccccc4)nc4c3CCC4)CC2)cc1
 : 10	-9	-21	0	16	18	32	-3	0	-6	-4
42. O=c1cc2c(=O)oc3cc(O)c(O)oc3c2c(O)c1O
 : 18	6	1	-2	-23	18	-33	-19	4	0	/
43. Cc1c(C(=O)Nc2ccccn2)sc2nc3n(c(=O)c12)CCC3
 : -215	4	20	-33	-142	-134	-38	-8	3	6	3
44. CCOC(=O)CS(=O)(=O)CC(=O)Nc1ccc([N+](=O)[O-])cc1OC
 : 12	7	-24	-6	-9	10	-12	3	-3	9	3
45. CCCCCOC(=O)C1=C(C)NC(=O)NC1c1ccccc1 (configuration not stated)
 : 19	-1	17	-3	7	31	14	-3	-4	-5	/
46. COC(=O)c1ccccc1NC(=O)N1CCN(C/C=C/c2ccccc2)CC1
 : -6	-24	-4	4	-4	-20	-4	-7	-6	-4	5
47. C[C@H]1NC(=O)[C@@]2(C)[C@@H](c3ccccc3)[C@H]3COc4ccccc4[C@@H]3N2C1=O
 : 9	-4	-5	-4	-8	17	10	-13	9	-11	-1
48. COc1ccc(C2CC(O)(C(C)(C)O)NO2)cc1 (configuration not stated)
 : -30	22	-5	-14	-16	-45	11	-4	-3	6	2
49. O=C(NCCCN1CCOCC1)c1ccc(NS(=O)(=O)c2ccccc2)cc1
 : 3	19	12	-1	8	-1	12	-6	-6	8	3
50. COc1ccc(NC(=O)CSCC(=O)OCc2cccc(OC)c2OC)cc1
 : -7	19	-14	1	-8	5	-5	-4	24	15	1
51. COc1ccc(C2(O)CCN(CCCCOc3ccccc3)CC2)cc1
 : 4	15	8	5	-9	16	-3	-9	-3	-2	-2
52. COc1cccc(F)c1C(=O)NC(=O)Nc1ccc2nc(C)oc2c1
 : -25	-3	-14	-2	-17	-23	-26	/	-10	1	-1
53. COc1ccc(OCC(O)Cn2c(Br)nc3c2c(=O)[nH]c(=O)n3C)cc1 (configuration not stated)
 : -26	-23	19	3	-36	18	-32	-5	1	-8	0
54. COc1ccc(S(=O)(=O)Nc2ccc(S(=O)(=O)NCC3CCCO3)cc2)cc1 (configuration not stated)
 : -15	29	-12	-5	5	14	9	-5	-4	6	1

Two entries from above, in transposed form.
[48] COc1ccc(C2CC(O)(C(C)(C)O)NO2)cc1 (configuration not stated)
[49] O=C(NCCCN1CCOCC1)c1ccc(NS(=O)(=O)c2ccccc2)cc1

| compound no. | 48 | 49 |
| --- | --- | --- |
| Peg3 promoter | -30 | 3 |
| Vif inh | 22 | 19 |
| CF NFkB block | -5 | 12 |
| TRPM1 prom inh | -14 | -1 |
| NR2E3 ag-1 | -16 | 8 |
| HIF-2a block | -45 | -1 |
| Shn3 inh set2 | 11 | 12 |
| CaV13 FRET inh | -4 | -6 |
| PDI inh | -3 | -6 |
| KKLEB cytotox | 6 | 8 |
| NR2E3 ag-2 | 2 | 3 |
